A-T KAP1 phos = qHTS Assay for Identifying a Potential Treatment of Ataxia-Telangiectasia | […] A-T fibroblasts, KAP-1 phosphorylation AlphaLISA; neocarzinostatin DNA damage 30 min before lysis | Potency, µM (series often up to 57.5 µM), for the others: top-dose activation, usual class: activators | hit rate 0.19% among 320,000; further: potency means the concentration at half of the fitted maximal effect; % of control where 0% means no effect; nearly all actives have a fitted effect of over 45% in size
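ATM-like activity read as KAP-1 phosphorylation via AlphaLISA donor/acceptor antibody pairs after lysis and 6 hr at 25C. Cells were ATM-null patient fibroblasts ([…], hTERT), dosed 60 min, then exposed to the DSB inducer NCS for 30 min.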
MBNL1 CUG block = qHTS Assay for Inhibitors of MBNL1-poly(CUG) RNA binding. Muscleblind-like protein 1 (Homo sapiens), Q9NR56. TR-FRET MBNL1-His/biotin-(CUG)12 binding, 665/545 ratio. Potency, µM (series often up to 57.5 µM), inactives show top-dose activity change, negative = inhibition, usual class: inhibitors. hit rate 0.036% among 280,000; active means well fitted inhibition curve with a large enough effect in the signal ratio, with a control signal flat, not every such curve was filed as active; inconclusive means small, poorly fitted or top-dose-only effect, or effect the other way, or a change in a side signal; inactive means no such curve, though single readings can be large or run the other way; the % refers to the signal ratio; further: potency means the concentration at half of the fitted maximal effect; on the % scale 0 is the no-effect control and ±100 the full control effect
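MBNL1-His + Biotin-(CUG)12, cpd titration 92 nM–58 uM; Tb anti-His Ab 0.055 ng/ul, SA-XL665 5 nM (final); 60 min RT; ratiometric 665/545 nm, Ex 340 nm; normalized to buffer and full-complex controls.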
CXXC DNA block = qHTS Fluorescence Polarization Assay for Inhibitors of MLL CXXC domain - DNA interaction | MLL-CXXC / FITC-HOXA9 DNA fluorescence polarization | AID 2662, 2010 | Histone-lysine N-methyltransferase 2A (Homo sapiens), Q03164 | Potency, µM (top dose mostly 115 µM), without a hit: at the highest dose activity change, negative = inhibition, most hits filed as inhibitors | hit rate 0.037% among 290,000; active means well fitted inhibition curve with a large enough effect in the polarisation, with a control signal flat, not every such curve was filed as active; inconclusive means small, poorly fitted or top-dose-only effect, or effect the other way, or a change in a side signal; inactive means no such curve, though single readings can be large or run the other way; the % refers to the polarisation; further: potency means the concentration at half of the fitted maximal effect
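Steps: dispense CXXC domain solution (7 uM) → pin compounds or unlabeled HOX-A9 DNA control → 5 min ambient → add FLSN-HOX-A9 solution (50 nM) → spin → 30 min ambient → fluorescence polarization. Tris pH 7.5/NaCl/DTT/BSA buffer.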
TRPV1 ag = HTS Assay for Compounds that Act as Agonists of the Vanilloid Receptor 1; Transient receptor potential cation channel subfamily V member 1 (Homo sapiens), Q8NER1; TRPV1-expressing cells, Fluo-8 calcium influx, agonist mode; hit rate 0.19% among 320,000; activation, % at 8.33 µM; in the data active means activation above about 80%; inconclusive means between about 30% and that limit; further: 0% is about no effect
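Fluo-8 calcium influx in TRPV1-expressing cells, kinetic read (ex 480/em 520 nm). Compound added and read 3 min for agonist activity, followed by capsaicin at EC20 final and 2 min further read for enhancement.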
ASM inhibitor = Inhibitors of Secretory Acid Sphingomyelinase (S-ASM): qHTS. placental ASM, HMU-PC fluorogenic substrate, 60 min. Potency, µM (titrated, usually from 57.5 µM), without a hit: at the top dose activity change, negative = inhibition, usual class: inhibitors. Sphingomyelin phosphodiesterase (Homo sapiens), P17405. hit rate 0.006% among 340,000; further: potency means the concentration at half of the fitted maximal effect
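qHTS format. ASM enzyme prepared from human placenta hydrolyses the fluorogenic substrate HMU-PC0 (9 uM final) over 60 min at 37 °C after a 10 min compound preincubation.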
GALK inhibitor = qHTS Assay for Inhibitors of Human Galactokinase (GALK); P51570; Purified GALK, Kinase-Glo residual ATP luminescence; Potency, µM (top dose mostly 57.5 µM), inactives show at the highest dose activity change, negative = inhibition, hits mostly inhibitors; hit rate 0.007% among 270,000; further: potency means the concentration at half of the fitted maximal effect; on the % scale 0 is the no-effect control and ±100 the full control effect
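Compounds were pin-transferred into ATP buffer (35 uM final), then GALK plus galactose (5 nM, 100 uM final) was added. After 1 h at room temperature, Kinase-Glo Plus was added and luminescence read after 10 min.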
Integrin act MD = qHTS for Activators of Integrin-Mediated Alleviation for Muscular Dystrophy; alpha7betagal myoblasts, beta-gal FDG fluorescence, 48 h; AID 624291, 2012; Potency, µM (titrated, usually from 38.3 µM), for the others: top-dose activation, hits mostly activators; hit rate 0.064% among 350,000;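 further: potency means the concentration at half of the fitted maximal effect; 100% = response of the positive control SU9516; nearly all actives have a fitted effect of over 60% in size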
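Alpha7betagal+/- myoblasts (passage 13) were plated 16-24 hr, then exposed to compounds (1:260 dilution of DMSO stock) for 48 hours at 37C. After MPER lysis, β-galactosidase reporter activity was read as FDG fluorescence (ex 480/em 540) after 30 minutes.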
FBPA coupling cs = qHTS Assay for Inhibitors of Fructose-1,6-bisphosphate Aldolase from Giardia Lamblia: Coupling assay counterscreen; hit rate 0.67% among 290,000; activity change, negative = inhibition, % at 58.2 µM, hits read low; coupling enzyme system counterscreen, AmpLite Red fluorescence; in the data active means activity change below about -30%; further: on the % scale 0 is the no-effect control and ±100 the full control effect
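Final compound at 57.5 uM, incubated 10 min at RT with coupling enzyme reagent (glyceraldehyde-3-phosphate), then 20 min with substrate and AmpLite Red detection. Fluorescence read at 525/598 nm; tests interference with the coupling assay, not aldolase inhibition.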
KCNH2 3.1 inh = qHTS for Inhibitors of KCHN2 3.1: Mutant qHTS; Potassium voltage-gated channel subfamily H member 2, brain isoform KCNH2 3.1 (human); hit rate 0.95% among 340,000; U2OS KCNH2 3.1, thallium flux FluxOr; hits give low values; activity change, % (tested at about 1.8 µM);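 active means maximum activity change below -70%; inconclusive means maximum activity change from -70% to -50%; inactive means maximum activity change above -50%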;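 further: thallium influx rate constant from kinetic fluorescence after stimulation buffer; on the % scale 0 is the no-effect control and ±100 the full control effect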
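Kinetic fluorescence (2 min after stimulation buffer) measures Tl+ influx through KCNH2 3.1 expressed by viral transduction in U2OS cells; the rate constant is normalized against DMSO controls serving as positive and negative references.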
KCNH2 WT inh = qHTS for Inhibitors of KCHN2 3.1: Wildtype qHTS | U2OS, BacMam KCNH2, thallium flux FluxOr; hits give low values | Voltage-gated inwardly rectifying potassium channel KCNH2 (Homo sapiens), Q12809 | activity change, % at 1.84 µM | hit rate 0.37% among 340,000;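 active means maximum activity change below -70%; inconclusive means maximum activity change between -70% and -50%; inactive means maximum activity change above -50%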; further: on the % scale 0 is the no-effect control and ±100 the full control effect
Target sequence (Q12809 whole entry, looked up): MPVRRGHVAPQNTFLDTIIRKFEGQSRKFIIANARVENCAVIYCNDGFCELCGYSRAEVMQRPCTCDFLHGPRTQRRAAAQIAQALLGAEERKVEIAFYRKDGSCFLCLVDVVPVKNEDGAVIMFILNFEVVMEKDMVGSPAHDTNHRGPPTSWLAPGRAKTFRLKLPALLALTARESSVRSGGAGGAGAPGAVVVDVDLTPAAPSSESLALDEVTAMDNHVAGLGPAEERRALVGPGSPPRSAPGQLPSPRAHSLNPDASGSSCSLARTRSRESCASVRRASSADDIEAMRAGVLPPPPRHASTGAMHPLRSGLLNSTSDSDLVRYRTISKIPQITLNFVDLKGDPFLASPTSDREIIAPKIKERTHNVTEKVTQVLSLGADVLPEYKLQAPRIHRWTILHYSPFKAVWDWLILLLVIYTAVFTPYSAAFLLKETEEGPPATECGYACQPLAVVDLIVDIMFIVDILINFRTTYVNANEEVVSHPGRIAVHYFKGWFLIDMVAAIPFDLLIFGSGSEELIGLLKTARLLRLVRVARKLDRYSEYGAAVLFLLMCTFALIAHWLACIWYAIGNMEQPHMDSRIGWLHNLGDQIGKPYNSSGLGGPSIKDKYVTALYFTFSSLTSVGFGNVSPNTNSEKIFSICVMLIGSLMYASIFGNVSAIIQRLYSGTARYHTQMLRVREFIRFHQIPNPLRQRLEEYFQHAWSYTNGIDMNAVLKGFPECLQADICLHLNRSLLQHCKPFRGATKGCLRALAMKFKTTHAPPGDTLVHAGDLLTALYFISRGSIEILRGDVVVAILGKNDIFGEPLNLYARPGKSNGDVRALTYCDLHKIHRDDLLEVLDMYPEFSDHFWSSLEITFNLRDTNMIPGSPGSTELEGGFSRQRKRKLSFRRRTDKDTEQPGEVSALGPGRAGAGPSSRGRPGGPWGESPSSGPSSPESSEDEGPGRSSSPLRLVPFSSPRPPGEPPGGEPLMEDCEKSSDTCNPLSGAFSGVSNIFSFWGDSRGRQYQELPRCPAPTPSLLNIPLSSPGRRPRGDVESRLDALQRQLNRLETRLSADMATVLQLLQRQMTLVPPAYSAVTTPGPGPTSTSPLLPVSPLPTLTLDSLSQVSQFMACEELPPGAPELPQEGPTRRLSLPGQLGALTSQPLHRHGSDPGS
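U2OS cells transduced with wild-type KCNH2 virus are loaded with FluxOr dye for 45 min, and thallium flux is measured in kinetic reads before and after stimulation buffer. Rate constants are normalized to DMSO controls.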
* hit, by the source's call; ? = inconclusive; · = no result given; [ ] = remark or other dose. Unless noted, the call rests on the fitted dose curve; in most records, active means well fitted curve in the direction sought with a large enough effect; inconclusive means small, poorly fitted or top-dose-only effect, or another doubt; inactive means no such curve, though single readings can be large; an effect the other way counts as inactive or inconclusive. Outcome played no part in choosing rows; about 2% have a hit in one of these screens.

SMILES	A-T KAP1 phos	MBNL1 CUG block	CXXC DNA block	TRPV1 ag	ASM inhibitor	GALK inhibitor	Integrin act MD	FBPA coupling cs	KCNH2 3.1 inh	KCNH2 WT inh
COc1cccc(NC(=O)N2CCC(C(N)=O)(N3CCCCC3)CC2)c1	11%	0%	1%	1	1%	-1%	5%	4	-1	-2
O=C(/C=C/Sc1ccc(C(F)(F)F)cn1)c1ccccc1	29%	3%	-1%	12	3%	·	-26%	3	15	-2
Cc1ccc2cc3c(NC(=O)c4ccco4)nn(CC(C)C)c3nc2c1	33%	7%	-1%	?	300%[activator]	2%	6%	0	12	10
CCCC(=O)Nc1nc2ccc(NC(=O)c3cccnc3)cc2s1	3%	-4%	5%	0	-4%	-2%	-22%	2	2	-4
COc1cc(-c2nc(-c3ccc(C)nc3OC)no2)cc(OC)c1OC	4%	1%	-5%	0	·	-2%	·	0	·	·
CC(=O)N1CCc2cc(N=NC3=C(O)CC(C)(C)CC3=O)ccc21	0%	?	47%[activator]	1	-9%	-1%	0%	-2	-5	·
Cc1nn(-c2ccccc2)c(C)c1/C=N/NC(=O)c1cc(C23CC4CC(CC(C4)C2)C3)[nH]n1	-7%	3%	17%	0	-20%	0%	-40%[inhibitor]	1	-2	1
CC1=C(C(=O)N2CCc3ccccc32)C2(CCC(C)CC2)OC1=O (configuration not stated)	5%	-1%	8%	12	-3%	0%	-25%	1	-17	4
CC(=O)NC(CC(=O)NCC(c1ccco1)N(C)C)c1ccccc1 (configuration not stated)	22%	5%	11%	-5	7%	2%	-53%[inhibitor]	0	6	-2
COc1ccc([C@H]2CC(=O)C=C(c3cccc(C(F)(F)F)c3)C2)cc1	14%	·	·	?	-12%	·	6%	·	-75*	20
CN(C)Cc1c(C(=O)N/N=C/CCc2ccccc2)nnn1-c1nonc1N	1%	0%	10%	1	15%	1%	-6%	-2	0	8
CCc1nnc(SC(C)C(=O)Nc2nccs2)n1C (configuration not stated)	6%	-5%	1%	-3	5%	-1%	28%	·	-2	13
COc1cc(/C=N/Nc2cccc3cccnc23)cc(OC)c1O	-3%	1%	10%	1	-9%	1%	-61%[inhibitor]	-1	-14	-1
CC1CCCN(C(=O)CCNS(=O)(=O)c2ccc(Br)cc2)C1 (configuration not stated)	0%	·	·	-3	-1%	·	19%	·	-1	20
Cc1ccc(N(CC(=O)NCc2ccccn2)S(=O)(=O)c2ccccc2)cc1C	-3%	-3%	2%	3	2%	1%	4%	3	1	-12
Cc1ccccc1N1CCN(C(=S)c2ccc(-c3cccc([N+](=O)[O-])c3)o2)CC1	-4%	?	-7%	15	-13%	0%	23%	4	4	·
CCOC(=O)C1=C(C)NC(=O)N(C(C)=O)C1c1ccc(Cl)cc1 (configuration not stated)	10%	3%	0%	0	1%	0%	-2%	1	0	-20
CC1CN(C(=O)c2cc3cc(Cl)cc(Cl)c3oc2=O)CC(C)O1 (configuration not stated)	0%	?	6%	1	-1%	1%	-2%	1	3	-4
COc1cc(/C=C2/C(=N)N3C=CSC3=NC2=O)ccc1OCCCOc1c(C)cccc1C	-1%	-2%	-25%	1	-7%	-1%	-15%	1	-10	12
N#Cc1nc(-c2cccc3ccccc23)oc1N1CCCCC1	-4%	10%	0%	-1	·	1%	1%	-1	-7	4
O=C(c1cc(-c2ccccc2)n[nH]1)N1CCN(S(=O)(=O)c2ccccc2)CC1	7%	-2%	·	16	0%	·	7%	1	12	1
O=C(CSc1cccc2cccnc12)N/N=C/c1ccc(O)cc1	-4%	14%	-2%	4	0%	-1%	8%	-18	-7	-2
COc1ccccc1P(=O)(Cc1ccccc1[N+](=O)[O-])c1ccccc1 (configuration not stated)	3%	32%[activator]	1%	3	-1%	·	-4%	2	1	0
O=C(O)COc1ccc(/C=N/NC(=O)C2CCCN2S(=O)(=O)c2ccc(Cl)cc2)cc1 (configuration not stated)	-5%	13%	8%	4	2%	0%	-10%	6	2	-4
COC(=O)c1ccccc1N=Nc1c(C)n[nH]c1C	-2%	19%	0%	18	-3%	5%	-36%	1	-5	2
CC1(C)C2CC[C@]3(C)C(CC=C4[C@@H]5C[C@@](C)(CO)[C@@H](O)C[C@]56C[C@@H](OC6=O)[C@]43C)[C@@]2(C)CC[C@@H]1O (some centres not stated)	·	·	·	·	-1%	·	29%	·	6	-1
CCOc1ccc(/C=N/Nc2ccc(Cl)nn2)c(O)c1	-2%	-1%	8%	1	2%	4%	-66%[inhibitor]	1	0	-2
COc1ccc(CNC(=O)C2CCN(S(=O)(=O)c3c(C)noc3/C=C/N(C)C)CC2)cc1	14%	-12%	12%	8	3%	3%	23%	·	3	-6
CCC(C)C(NC(=O)c1ccccc1NC(=O)c1ccccc1)C(=O)N1CCOCC1 (configuration not stated)	-5%	·	0%	22	·	0%	-10%	-1	8	-7
COCCOC(=O)c1cc(C(=O)c2cc(F)ccc2O)coc1=N	6%	9%	3%	-2	448%[activator]	-2%	-16%	1	8	-7
COc1cccc(NC(=O)COC(=O)COc2cccc3c2OC(C)(C)C3)c1	2%	2%	-6%	?	-3%	-1%	-21%	·	13	1
CCOc1ccccc1C(=O)Nc1cccc(-c2ccc(N3CCOCC3)nn2)c1	-3%	·	·	?	-3%	·	-9%	·	-3	-13
C=CCn1nc(-c2ccccc2)cc1C(=O)OCC	·	·	·	·	-7%	·	19%	·	20	-9
CON/C=C(\C=Nc1ccc(Cl)cc1)c1ncc(C(F)(F)F)cc1Cl	·	-10%	-8%	2	-9%	1%	6%	0	-3	2
CCc1nc(N2CCCC(C)C2)c2oc3ccccc3c2n1 (configuration not stated)	40µM*	-15%	-4%	?	-9%	3%	2%[7.66 µM]	4	3	13
Cc1cc(C(=O)N/N=C/c2cccn2C)no1	-8%	20%	6%	4	-2%	1%	20%	0	4	1
Cc1ccc(C)c(NC(=O)Cn2cnc3c(oc4ccccc43)c2=O)c1	-2%	-1%	2%	-2	0%	5%	3%	7	2	-2
C=CCN=C1SCC(=O)N1S(=O)(=O)c1ccc(C)cc1	-3%	1%	3%	1	-3%	-6%	-17%	2	-6	-2
O=C(NCc1ccccc1Cl)c1ccc(-c2ccccc2)cc1	3%	-12%	17%	9	2%	2%	12%	0	0	0
S=C(NCc1ccco1)N/N=C/c1ccncc1	2%	·	-11%	0	2%	-2%	?	-1	8	0
Cc1ccc(CCC(=O)Nc2ccccc2C(=O)O)o1	-1%	-2%	-1%	1	3%	-6%	-41%	·	-23	-1
CC(NCc1cccc(S(=O)(=O)N(C)C)c1)c1ccc(F)cc1 (configuration not stated)	5%	-11%	2%	1	1%	·	18%	4	5	-26
O=C(Nc1cccc(NC(=O)c2cccs2)c1)c1ccc2c(c1)OCO2	-2%	-6%	14%	15	-8%	8%	-11%	-5	-6	-5
CCOC(=O)c1sc2nc(C)cc(-c3ccccc3)c2c1N	35%	17%	-3%	7	115%[activator]	-3%	13%	3	23	12
O=C(O)CC(NC(=O)C12CC3CC(CC(C3)C1)C2)c1ccc2c(c1)OCO2 (configuration not stated)	-1%	3%	0%	2	-3%	-3%	20%	-2	-1	-10
COc1cccc(-c2nnn(CCc3nn[nH]n3)n2)c1	·	?	-2%	2	-1%	-3%	2%	14	-1	-3
CCOC(=O)N1CCN(C(=O)c2ccc(NC(=O)CC)cc2)CC1	·	4%	17%	-5	-1%	-1%	4%	-2	10	2
CC1=NN(C(=O)CCCc2ccccc2)C(O)(C(F)(F)F)C1 (configuration not stated)	-2%	-12%	-5%	8	3%	-2%	10%	4	-9	-24
C1CCCC(NC2=NCCO2)CCC1	-4%	-7%	24%	1	2%	2%	-7%	-3	-5	-1
Cc1[nH]c2ccccc2c1C(=O)CN1CCSCC1	8%	-6%	5%	0	0%	4%	18%	0	2	7

Only FBPA coupling cs, KCNH2 3.1 inh and Integrin act MD, for some of the entries so far:
mol	FBPA coupling cs	KCNH2 3.1 inh	Integrin act MD
Cc1ccc(C)c(NC(=O)Cn2cnc3c(oc4ccccc43)c2=O)c1	7	2	3%
C=CCN=C1SCC(=O)N1S(=O)(=O)c1ccc(C)cc1	2	-6	-17%
